# Screening data deposited in PubChem BioAssay by several laboratories.
# Wnt bcat act: activates Wnt/beta-catenin signaling in a reporter cell assay; activation, % at 9.35 µM; 1.2% of 300,000 active; activator, plate reader; in the data active means activation above about 30%, passing the limit was not always enough; inconclusive means no clear call, values can overlap the other calls;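 further: 0% = neutral control wells and 100% = positive control wells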
# DAGLB inhibitor: blocks human DAGLB lipase activity | Q8NCG7 | HEK293T DAGLB membrane lysate, EnzChek fluorogenic substrate | inhibition, % at 5.17 µM | 0.059% of 340,000 active; in the data active means inhibition above about 34%;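 further: 0% = enzyme with vehicle and 100% = wells lacking enzyme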
# Target sequence (Q8NCG7 whole entry, looked up): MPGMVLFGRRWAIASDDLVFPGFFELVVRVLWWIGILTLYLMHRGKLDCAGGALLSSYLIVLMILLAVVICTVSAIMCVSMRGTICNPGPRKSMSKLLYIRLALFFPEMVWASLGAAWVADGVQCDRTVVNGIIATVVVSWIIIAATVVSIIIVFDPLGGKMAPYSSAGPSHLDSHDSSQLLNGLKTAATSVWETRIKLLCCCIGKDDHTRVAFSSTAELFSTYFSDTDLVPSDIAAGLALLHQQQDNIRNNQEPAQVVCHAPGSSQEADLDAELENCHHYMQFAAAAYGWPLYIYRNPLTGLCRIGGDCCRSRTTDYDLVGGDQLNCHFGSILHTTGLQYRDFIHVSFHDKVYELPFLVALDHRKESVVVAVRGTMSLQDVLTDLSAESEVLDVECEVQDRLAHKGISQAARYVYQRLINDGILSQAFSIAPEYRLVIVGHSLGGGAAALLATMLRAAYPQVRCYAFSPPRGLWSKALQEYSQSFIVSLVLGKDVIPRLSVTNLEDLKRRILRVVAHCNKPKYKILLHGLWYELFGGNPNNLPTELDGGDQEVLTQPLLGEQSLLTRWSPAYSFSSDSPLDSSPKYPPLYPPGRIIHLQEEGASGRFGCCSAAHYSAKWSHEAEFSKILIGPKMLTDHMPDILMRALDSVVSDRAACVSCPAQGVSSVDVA
# Ecoli viability: reduces bacterial viability in AddAB counter-screen | inhibition, % at 11.9 µM | E. coli V3065 growth, OD600 absorbance, 18 h | 0.27% of 330,000 active;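 active means inhibition above the campaign's mean inhibition across all tested compounds plus 3 SD, cut at about 9.9% in these data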;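 further: uninfected addAB+ strain grown without phage in ampicillin broth; 0% = DMSO wells and 100% = ciprofloxacin 0.95 µg/ml wells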
# AddAB inh: less growth of phage-infected E. coli with AddAB; inhibition, % at 11.9 µM; E. coli expressing H. pylori AddAB, absorbance growth; 0.29% of 330,000 active; in the data active means inhibition above about 12%;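 further: 0% = vehicle wells of infected cells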
# PvdQ acylase: blocks Pseudomonas aeruginosa PvdQ acylase activity; purified PvdQ acylase, fluorescence plate reader; inhibition, % at 10 µM; 0.063% of 340,000 active; AID 488965; in the data active means inhibition above about 30%, passing the limit was not always enough; inconclusive means no clear call, values can overlap the other calls;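 further: 0% = vehicle neutral wells and 100% = reference inhibitor wells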
# CAL PDZ FP: inhibitors of human CAL PDZ peptide binding; 0.02% of 330,000 active; purified CAL PDZ, TMR-peptide fluorescence polarization, 1 h; Q9HD26; inhibition, % at 20 µM;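 active means highest replicate inhibition of at least 40%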;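 further: plate controls were DMSO neutral control wells for no effect and unlabeled competitor peptide control wells for full effect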
#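 Test system: purified CerCALP PDZ construct; Compound dosing: one concentration, 20 µM compound; Also added: TMR-labelled reporter peptide T*-PRC34 bound in PDZ groove; Read-out: inhibition from polarization loss; Controls: unlabelled peptide and DMSO controls; Signal: FP readout, S and P plane fluorescence; Incubation: 1 h at RT.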
# Tat transport: E. coli Tat transport inhibition; 0.036% of 340,000 active; AID 488895; inhibition, % at 10 µM; E. coli MC4100 TorA-mCherry Tat export, fluorescence;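 active means mean replicate inhibition at least 50% and at least half of replicates individually reaching 50%; inconclusive means only one of the two criteria met; inactive means neither criterion met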;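 further: exported cargo escapes ClpAP degradation while cytoplasmic cargo is degraded and loses fluorescence; 0% = median of neutral control wells and 100% = median of NaSCN control wells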
# PfHsp90 set2: reduces growth (ATP signal) of yeast expressing P. falciparum Hsp90; S. cerevisiae expressing PfHsp90, BacTiter-Glo ATP, 48 h; yeast lacking PDR1 and PDR3 efflux regulators; inhibition, % at 9.4 µM; 0.32% of 310,000 active; AID 504621;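 active means every replicate shows inhibition above about 80%, whatever the replicate mean, limit read from the data; inconclusive means mean inhibition reaches the set limit but some replicate falls short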;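 further: 0% = DMSO neutral controls and 100% = 20 µM radicicol positive controls; yeast relying on Plasmodium falciparum Hsp90 in place of its own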
# Rtt109 Vps75: C. albicans Rtt109 histone acetyltransferase inhibition; purified Rtt109/Vps75, ThioGlo CoA-SH fluorescence, 4 h; inhibition, % at 34.9 µM; 0.16% of 330,000 active;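 active means inhibition of at least 50% in every replicate; inconclusive means best replicate reaches 50% inhibition but some replicates fall short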
# Target sequence (Q5AAJ8 whole entry, looked up): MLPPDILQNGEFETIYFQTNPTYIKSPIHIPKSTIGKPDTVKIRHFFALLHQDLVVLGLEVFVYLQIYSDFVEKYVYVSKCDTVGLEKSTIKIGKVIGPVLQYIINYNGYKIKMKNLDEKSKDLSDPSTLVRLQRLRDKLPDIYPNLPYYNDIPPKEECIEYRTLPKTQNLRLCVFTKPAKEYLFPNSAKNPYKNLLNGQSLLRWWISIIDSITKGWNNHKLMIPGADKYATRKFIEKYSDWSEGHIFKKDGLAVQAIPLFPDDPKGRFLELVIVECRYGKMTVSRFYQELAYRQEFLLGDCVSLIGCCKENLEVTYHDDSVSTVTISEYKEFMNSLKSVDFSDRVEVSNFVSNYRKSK
# phage Ecoli inh: E. coli growth loss with phage present; growth absorbance; inhibition, % at 11.9 µM; 0.26% of 360,000 active; in the data active means inhibition above about 11%
# An asterisk follows results filed as active; ? = inconclusive; . = no result given.
# Screens in order – Wnt bcat act	DAGLB inhibitor	Ecoli viability	AddAB inh	PvdQ acylase	CAL PDZ FP	Tat transport	PfHsp90 set2	Rtt109 Vps75	phage Ecoli inh
[1] COc1ccc(C(=O)COC(=O)CN2C(=O)C3C4C=CC(C5CC45)C3C2=O)cc1 (stereo unspecified)
→ -1.2	-2.7	1.1	1.3	-9.4	-1.0	-9.7	18.5	-7.1	3.3
[2] O=[N+]([O-])c1cc([N+](=O)[O-])c(Oc2cncc(Cl)c2)cc1NN1CCCCC1
→ 4.5	1.0	-0.2	2.0	1.2	0.9	14.2	-0.5	12.7	2.5
[3] O=C(C1CCN(S(=O)(=O)N2CCOCC2)CC1)N1CCOCC1
→ -0.8	-0.5	3.0	3.8	-18.7	-0.5	1.5	4.6	-4.9	2.4
[4] COc1ccc(CNC(=O)CSc2nnnn2C)cc1OC
→ 0.4	-0.3	-1.7	-0.9	-16.2	0.2	-1.3	-5.9	-13.5	1.9
[5] Cc1cccn2cc(-c3ccc(NC(=O)Cc4ccccc4)cc3)nc12
→ 4.4	-3.1	2.8	0.0	-5.4	0.2	-5.2	16.7	1.7	4.2
[6] COc1ccc(NC(=O)c2cc3ccccc3oc2=O)c(OC)c1
→ 26.8	-0.3	3.0	1.3	-11.0	-0.3	-1.5	5.6	-9.5	2.2
[7] O=C(NC1=NCCS1)c1cccc(S(=O)(=O)N2CCOCC2)c1
→ -0.9	1.0	0.8	1.4	1.0	-0.5	0.6	2.5	-0.2	0.4
[8] O=C(CN1C(=O)c2ccc([N+](=O)[O-])cc2C1=O)Nc1ccccc1N1CCCC1
→ 0.0	-0.2	1.1	0.2	-18.6	-2.1	1.8	9.1	-7.6	0.2
[9] CCn1nc(C(=O)Nc2nc3ccccc3[nH]2)c2ccccc2c1=O
→ .	-3.2	-3.6	2.9	-7.8	-3.5	0.5	-38.6	-3.8	0.9
[10] Cc1cc(C(=O)N2CCN(CCc3ccccc3)CC2)no1
→ -0.2	1.4	0.3	0.2	-14.1	.	2.9	.	-11.5	2.6
[11] O=C(CCc1ccccc1)N1CCCC1
→ 1.8	-0.9	-1.0	1.4	-14.1	-0.7	-8.3	-25.1	-3.1	2.8
[12] CC(CCC(=O)O)C1CCC2C3CCC4C[C@H](O)CCC4(C)C3CC(=O)C12C (stereo partly specified)
→ -0.3	1.7	-3.2	1.0	-16.4	-2.5	5.3	-6.7	11.5	-0.7
[13] CC(Cc1ccccc1)C(=O)NCc1ccccn1 (stereo unspecified)
→ 0.3	-2.4	1.9	7.5	-14.0	1.7	-10.7	-4.3	-4.6	3.6
[14] O=C(COC(=O)c1ccc(Br)o1)NCCNC(=O)COC(=O)c1ccc(Br)o1
→ -2.8	0.3	2.6	1.4	4.2	-3.1	5.5	0.4	4.0	4.3
[15] CCSc1ccccc1C(=O)Nc1ccc([N+](=O)[O-])cc1OC
→ 0.1	-4.8	-1.8	2.5	6.7	-0.7	-2.0	1.1	55.3*	4.5
[16] CCSC1=NCCN1S(=O)(=O)c1ccc(Cl)cc1
→ -3.2	-1.4	0.9	-0.3	-14.1	-1.4	1.3	-22.7	0.5	3.3
[17] CCc1ccc(CN2CC(C(=O)O)CC2=O)cc1 (stereo unspecified)
→ -1.9	-2.2	-1.0	0.1	-4.1	-0.3	-15.0	-10.8	4.2	0.2
[18] Cc1ccc(COc2ccccc2C(=S)N2CCCC2)cc1
→ 1.7	-6.0	-0.2	4.2	-8.0	-0.5	5.9	-24.0	11.5	4.5
[19] Cc1ccc(NC(=O)c2c(C)nn(-c3ccccc3)c2Cl)cc1
→ 11.7	-10.8	0.1	1.8	-11.7	-0.9	6.8	-13.1	2.5	4.3
[20] CCc1ccc2[nH]c(=O)c(CN(Cc3ccc4c(c3)OCO4)Cc3nnnn3C3CCCC3)cc2c1
→ -6.5	4.0	-2.9	-1.8	-8.3	-1.4	4.2	-14.8	-0.2	0.8
[21] CS(=O)(=O)N(CC(=O)NCc1ccc2c(c1)OCO2)Cc1ccc(Cl)cc1
→ .	-3.1	-0.2	1.7	8.9	0.1	17.3	12.4	-2.0	2.6
[22] O=C(NCCO)c1cccc2c1-c1ccccc1C2=O
→ -1.2	-1.1	-1.3	0.3	5.4	-2.9	0.3	-7.4	.	3.2
[23] COc1ccc(-c2cc(C#N)nc(N3CCN(C)CC3)n2)cc1
→ 3.3	-5.0	-3.0	-0.8	-3.7	-5.8	-0.5	15.4	3.4	4.9
[24] O=C(CCS(=O)(=O)c1ccccc1)Nc1nc2cc3c(cc2s1)OCCO3
→ 2.0	-1.6	-0.3	-0.1	-10.8	-2.3	4.2	1.6	7.1	1.5
[25] Cc1ccc(C)c(N(CC(=O)N2CCCC2)S(C)(=O)=O)c1
→ -1.4	-2.4	-0.3	-1.4	-12.0	4.0	-3.7	3.7	-2.2	-0.3
[26] Cc1noc(C)c1CSc1nnc(-c2ccccc2)o1
→ -0.9	3.7	0.9	1.5	-8.2	-0.5	-8.1	-8.5	-0.3	1.1
[27] Cc1sc2ncnc(N3CCC(C(=O)Nc4sc5c(c4C(N)=O)CCC(C)C5)CC3)c2c1C (stereo unspecified)
→ 4.9	3.1	0.3	-1.8	-2.4	-0.2	-3.9	-53.1	1.6	-0.3
[28] COc1ccc(OCC(O)CN2CCCCC2)cc1 (stereo unspecified)
→ 6.2	-1.1	-0.1	0.2	-11.3	-2.2	2.6	-14.0	-20.9	1.4
[29] CC(=O)Nc1ccc(NC(=O)CCc2nc3sc4c(c3c(=O)[nH]2)CCCC4)cc1
→ -2.6	3.7	0.2	-2.0	-13.2	0.0	11.0	.	0.1	2.0
[30] COc1cccc(Cn2cnc3c(NS(=O)(=O)c4ccc(Cl)cc4)c(C)c(C)cc32)c1
→ -0.1	-3.0	-2.9	-1.9	-9.1	-1.6	3.2	-13.4	-6.9	-6.0
[31] O=C(O)c1cscn1
→ -3.0	0.6	0.4	-2.0	-2.0	-0.8	1.5	.	4.8	0.7
[32] COc1ccc(/C=N/Nc2snc(SC)c2C#N)cc1OC
→ .	6.9	-1.2	1.0	4.7	0.2	0.5	30.8	25.6	-10.1
[33] CCCn1c(=O)c(/C(N)=N/O)nn(-c2cccc(C(F)(F)F)c2)c1=O
→ 2.3	-5.5	-1.0	0.3	5.6	-0.6	-12.8	14.6	6.4	2.2
[34] COc1ccc(/C=C(/NC(=O)c2ccco2)C(=O)Nc2ccc(C(C)=O)cc2)cc1
→ -3.8	1.1	3.5	0.8	6.5	-2.2	12.0	-2.5	-13.2	0.3
[35] O=C(NCc1cccc2ccccc12)Nc1ccccc1
→ .	-11.4	-0.3	-1.8	11.0	-3.0	-5.4	6.0	9.8	3.2
[36] COc1ccc(-c2cc(C(=O)Nc3ccc(C(N)=O)cc3)c3ccccc3n2)cc1OC
→ .	0.7	-1.5	-0.2	-11.4	-4.8	0.4	-10.4	-179.9	2.1
[37] Cc1ccc2ccc(S(=O)(=O)NCc3ccccn3)cc2c1
→ 4.7	-3.1	-0.2	1.7	-0.2	-2.4	-2.6	5.8	-3.0	1.0
[38] NC(=S)NC(=O)/C=C/c1ccccc1
→ 21.6	0.1	1.5	1.8	-1.0	-3.1	5.0	-8.2	-4.1	4.0
[39] NC(=S)N=Nc1ccc(NN=C(N)N)cc1
→ 3.9	-1.9	0.9	-1.1	-12.2	0.1	5.7	6.4	?	3.6
[40] COc1ccc(Cc2nc3ccc(C(=O)NCCc4ccncc4)cc3o2)cc1OC
→ -1.7	-0.6	-3.6	1.1	-14.4	-0.9	2.1	6.2	-3.6	0.9
[41] CCOC(=O)C(=O)Nc1ccccc1C(=O)NCc1ccccc1
→ 0.7	-0.9	-2.0	-0.3	-7.9	-1.6	-8.8	-7.5	0.5	3.0
[42] Cc1c(NC(=O)c2ccccc2NS(=O)(=O)c2ccc(F)cc2)c(=O)n(-c2ccccc2)n1C
→ .	-1.3	3.9	3.2	7.1	-0.5	5.6	0.4	2.6	1.4
[43] Cc1ccc(/C=C(\NC(=O)c2ccc(C)cc2)c2nc(=S)[nH][nH]2)cc1
→ -0.1	3.3	2.0	0.4	-4.4	-2.6	3.9	0.4	20.4	2.3
[44] C=COCCNC(=S)Nc1ccccc1
→ -2.0	-1.2	-0.7	0.3	-16.0	0.5	-6.3	7.3	0.1	3.4
[45] CC(=O)c1cc2c(cc1NC(=O)Cn1nc(-c3ccc(F)cc3)ccc1=O)OCO2
→ -3.9	0.8	-1.1	0.2	10.0	-3.6	-11.7	10.7	1.5	1.6
[46] Cc1ccc(S(=O)(=O)N2CCOCC2)cc1C(=O)N(C)CCOc1ccc(Cl)cc1
→ -0.1	0.0	0.0	-0.3	-5.6	-1.3	31.4	-11.2	-0.9	.
[47] Cc1nnc(SCC(=O)N2c3ccccc3CC2C)[nH]c1=O (stereo unspecified)
→ -0.2	1.0	-0.5	-0.6	-0.6	-0.1	-5.9	11.3	10.6	2.9
[48] CC(=O)Nc1cccc(OCCCNC(=O)c2ccc(C(C)(C)C)cc2)c1
→ 30.9*	.	1.8	1.6	.	.	.	.	.	-0.5
[49] O=C(c1cc(COc2ccc(F)cc2F)on1)N1C[C@H]2CC[C@H]1C2
→ 14.5	-5.0	2.0	0.7	7.1	-2.9	0.5	-11.2	23.3	1.8
[50] O=C(Nc1nc2c(s1)CCCC2)c1cccnc1
→ 21.7	2.1	1.9	2.2	9.8	.	5.3	-0.4	-2.1	.

# Compounds above that have a Cl atom, in the order listed:
# Screens in order – Wnt bcat act	DAGLB inhibitor	Ecoli viability	AddAB inh	PvdQ acylase	CAL PDZ FP	Tat transport	PfHsp90 set2	Rtt109 Vps75	phage Ecoli inh
[2] O=[N+]([O-])c1cc([N+](=O)[O-])c(Oc2cncc(Cl)c2)cc1NN1CCCCC1
→ 4.5	1.0	-0.2	2.0	1.2	0.9	14.2	-0.5	12.7	2.5
[16] CCSC1=NCCN1S(=O)(=O)c1ccc(Cl)cc1
→ -3.2	-1.4	0.9	-0.3	-14.1	-1.4	1.3	-22.7	0.5	3.3
[19] Cc1ccc(NC(=O)c2c(C)nn(-c3ccccc3)c2Cl)cc1
→ 11.7	-10.8	0.1	1.8	-11.7	-0.9	6.8	-13.1	2.5	4.3
[21] CS(=O)(=O)N(CC(=O)NCc1ccc2c(c1)OCO2)Cc1ccc(Cl)cc1
→ .	-3.1	-0.2	1.7	8.9	0.1	17.3	12.4	-2.0	2.6
[30] COc1cccc(Cn2cnc3c(NS(=O)(=O)c4ccc(Cl)cc4)c(C)c(C)cc32)c1
→ -0.1	-3.0	-2.9	-1.9	-9.1	-1.6	3.2	-13.4	-6.9	-6.0
[46] Cc1ccc(S(=O)(=O)N2CCOCC2)cc1C(=O)N(C)CCOc1ccc(Cl)cc1
→ -0.1	0.0	0.0	-0.3	-5.6	-1.3	31.4	-11.2	-0.9	.
